KOR beta-arrestin-1 = kappa opioid receptor blockers – cell-based, luminescence, uHTS (AID 1778). hit rate 0.091% among 290,000. KOR beta-arrestin recruitment, luminescence, antagonist mode; higher % means a stronger effect. inhibition, % at 10 µM, or IC50 in µM where a hit was titrated; note: strong numbers were not always called active
GPR35 antagonists = inhibition of zaprinast-stimulated GPR35 beta-arrestin translocation – imaging, U2OS, beta-arrestin-GFP, zaprinast agonist, primary screen (AID 2058); U2OS GPR35 beta-arrestin-GFP translocation imaging, zaprinast antagonism; higher % means a stronger effect; hit rate 0.052% among 290,000; inhibition, % at 10 µM; hits with a dose series show IC50 in µM;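 active = inhibition of at least 50% with at least 30 cells and total cytoplasm GFP at most 10,000,000; inconclusive = under 30 cells or total GFP of 10,000,000 plus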
HIV fusion peptide = inhibitors of HIV fusion peptide binding, primary screen, biochemical, uHTS, fluorescence dequenching (AID 1986); cell-free peptide binding, fluorescence dequenching, 30 min; higher % means a stronger effect; one-dose inhibition, % at 20 µM; IC50 in µM for titrated hits; hit rate 0.3% among 290,000; in the data active = inhibition mostly above about 52%, no sharp cut-off; inactive = mostly below about 76%; note: some results filed as inactive read as strong as hits
HEK293 NOD2/NF-kB = inhibition of NOD2-driven NF-kB reporter – cell-based, luminescence, uHTS, HEK293 (AID 1566) | HEK293 NOD2/NF-kB luciferase reporter, luminescence; higher % means a stronger effect | one-dose inhibition, % at 4 µM; EC50 in µM for titrated hits | hit rate 0.63% among 290,000; note: many of its hits are not listed in these tables
GPR55 activation = selective activators of receptor GPR55 – imaging, U2OS cells, beta-arrestin-GFP redistribution, primary screen (AID 1961) | U2OS GPR55 beta-arrestin-GFP redistribution imaging; higher % means a stronger effect | activation, % at 10 µM, or EC50 in µM where a hit was titrated | hit rate 0.048% among 290,000;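 active = activation above 40% with more than 50 cells counted in the well; inconclusive = wells holding fewer than 50 cells, flagged as toxic or sparse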;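 note: U2OS osteosarcoma cells stably expressing GPR55 and beta-arrestin-GFP; plate controls were DMSO negative control for no effect and LPI positive control for full effect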
GPR55 antagonists = GPR55 antagonists blocking LPI-driven arrestin recruitment, primary screen, imaging, U2OS, beta-arrestin-GFP, LPI agonist (AID 2013); U2OS GPR55 beta-arrestin-GFP translocation imaging, LPI antagonism; higher % means a stronger effect; inhibition, % at 10 µM, or IC50 in µM where a hit was titrated; hit rate 0.13% among 290,000;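 active = spots per cell inhibited over 60%, with over 100 cells counted and total cytoplasm intensity under 500,000; inconclusive = wells with under 100 cells, flagged as likely toxic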;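 note: U2OS cells stably carrying GPR55 and arrestin-GFP stimulated by 5 µM LPI near EC80; imaged beta-arrestin-GFP aggregate spots per cell after agonist stimulation; plate controls were LPI-stimulated DMSO wells for no effect and DMSO wells without LPI for full effect; some results filed as inactive read as strong as hits; confirmed hits need IC50 under 10 µM and bright autofluorescent wells are also inconclusive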
NOD1 NF-kB reporter = NOD1 signaling inhibitors, primary screen, cell-based, luminescence, uHTS (AID 1578) | inhibition, % at 4 µM; hits with a dose series show EC50 in µM | hit rate 1% among 290,000 | NOD1-driven NF-kB luciferase reporter cells, luminescence; higher % means a stronger effect; in the data active = inhibition mostly above about 36%, no sharp cut-off; inactive = mostly below about 34%;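 note: HEK-293T reporter cells stimulated with the NOD1 agonist gamma-tri-DAP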
KOR beta-arrestin-2 = kappa opioid receptor activators – cell-based, luminescence, uHTS, primary screen (AID 1777); KOR beta-arrestin recruitment, luminescence; higher % means a stronger effect; activation, % at 10 µM, or EC50 in µM where a hit was titrated; hit rate 0.02% among 280,000; in the data active = activation above about 50%, passing the limit was not always enough; note: a part of the inactive calls stands beside numbers as strong as those of hits
Myeloid diff MLP = compounds promoting myeloid differentiation; ER-HoxA9 myeloid progenitors, lysozyme-GFP differentiation, flow cytometry; calls only at 10 µM; hit rate 1% among 360,000;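 active = normalized GFP-positive differentiation at or above the plate's own cutoff, the solvent-only control mean plus 3 SD; inconclusive = no clear call, values can overlap the other calls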;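 note: cells exposed to compound for four days before flow analysis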
Myeloid diff MLP GFP+ MAC1+ % = second read-out of Myeloid diff MLP, no call of its own (marks repeat the call); GFP+ MAC1+ double positive, %; measured here: differentiation confirmed by MAC1 staining
Starred values were filed as active, the others as inactive; i = inactive; ? = inconclusive; . = not tested or not shown; [ ] = another dose, or the depositor's remark. Cut-off read from the data, not from the text of the source, unless noted: active = inhibition above about 50%; inactive = the rest. The list is partial. The share of hits here may be higher or lower than overall.

Results follow in this order: KOR beta-arrestin-1, GPR35 antagonists, HIV fusion peptide, HEK293 NOD2/NF-kB, GPR55 activation, GPR55 antagonists, NOD1 NF-kB reporter, KOR beta-arrestin-2, Myeloid diff MLP, Myeloid diff MLP GFP+ MAC1+ %
[1] CCOC(=O)c1ccccc1NC(=S)N1CCN(C(=O)c2ccco2)CC1
  -5.7%, 8.2%, -0.9%, 0.6%, 0.3%, 0.4%, -14.9%, 1.0%, i, 1.1
[2] Cc1cccc(Nc2nc(C)cc(C)c2C#N)c1
  -20.3%[20 µM], -3.2%, -0.4%, 13.6%, 0.0%, 6.8%, -24.3%, 2.5%, i, 0.3
[3] S=C(NCc1ccco1)N/N=C/c1ccc(Cl)cc1
  -26.8%, -4.5%, 3.2%, -32.1%, 0.9%, -7.7%, -26.6%, -0.4%, i, 0.2
[4] CC(C)N(Cc1nc(-c2ccccc2)no1)C(=O)CN(C)S(=O)(=O)c1ccccc1
  -12.4%, -5.6%, 1.5%, 12.2%, -0.1%, 1.3%, -18.4%, -5.2%, i, 0.7
[5] COc1cc(OC)cc(-c2cc3nc4c(c(N5CCN(c6ncccn6)CC5)n3n2)CCCC4)c1
  -22.0%, -2.9%, 3.1%, -39.1%, 0.3%, 5.4%, -36.1%, 0.6%, ?, .
[6] O=C(NCCCN1CCCC1=O)c1cc(-c2ccc3c(c2)OCO3)nc2ccccc12
  -55.5%[20 µM], -14.1%, 1.3%, 15.6%, -0.1%, 8.6%, -5.9%, 0.6%, i, 0.5
[7] COc1cc2c(cc1Cl)C(=O)C(F)(c1ccccc1)C(=O)N2 (centres undefined)
  11.7%, 6.5%, -1.8%, -3.3%, -0.1%, 15.4%, -9.5%, 3.3%, i, 0.4
[8] CCOc1ccc(S(=O)(=O)N2CCN(CC(O)COc3cccc([N+](=O)[O-])c3)CC2)cc1 (centres undefined)
  -2.0%, 2.5%, -1.3%, 6.3%, -0.1%, -10.3%, -19.4%, 3.7%, i, 1.2
[9] CC1=C(C(=O)NC2CCCC(C)C2C)C2(CCCCC2)OC1=O (centres undefined)
  -88.4%, 6.5%, -2.4%, -4.7%, -0.3%, 10.2%, 37.2%, -5.8%, i, 2.7
[10] Cc1cc(C)c2cc(C(=O)N(C)C3CCN(C)CC3)[nH]c2c1
  -20.3%, -6.7%, 1.1%, 15.5%, 0.3%, 0.8%, 0.8%, -2.9%, i, 0.7
[11] Cn1c(=O)c2c(ncn2CC(=O)OCC(=O)Nc2ccccc2Cl)n(C)c1=O
  11.9%, -2.1%, -0.3%, 13.7%, 0.2%, -1.7%, -19.7%, -2.9%, i, 0.1
[12] Cc1cc(-c2cc(N)n(-c3ccccc3)n2)c(C)n1C1CCCC1
  10.9%, -4.5%, 1.6%, -41.1%, -0.6%, -5.1%, -29.9%, -7.4%, i, 4.0
[13] CCOC(=O)N1CCC(NC(=O)CNS(=O)(=O)c2ccc(Br)s2)CC1
  -12.3%, 8.2%, 1.1%, -2.1%, -0.1%, -8.4%, 25.4%, -2.9%, i, 8.0
[14] Cc1ccc(CNC(=O)Cn2nnc(C(=O)Nc3ccc(Br)cc3)c2N)cc1
  -13.1%, 7.9%, 4.3%, 0.8%, 0.0%, -0.7%, -12.8%, 2.2%, i, 2.0
[15] COc1ccc(C(=O)NC(=S)Nc2ccc(CN3CCOCC3)cc2)cc1OC
  13.8%, -7.5%, 1.7%, 13.6%, -0.3%, 11.7%, 2.0%, 1.2%, i, 0.4
[16] Cn1cnnc1SCC(=O)NC1CCCN(Cc2ccccc2F)C1 (centres undefined)
  -60.0%, -2.3%, 0.2%, -2.8%, -0.1%, -1.9%, -26.3%, 6.4%, i, 0.6
[17] CCOC(=O)N1CCN(CC(O)c2ccc3c(c2)CCN3)CC1 (centres undefined)
  22.5%, -1.5%, -1.7%, 6.1%, -0.1%, -4.6%, -6.2%, -1.2%, i, 7.4
[18] CC(=O)c1ccc(S(=O)(=O)N2CCCC2)cc1
  -52.0%, 0.0%, 0.0%, -51.8%, -0.1%, 4.8%, -9.1%, 9.5%, i, 5.6
[19] COc1ccc(C(=O)Oc2cc(/C=N/NC(N)=S)ccc2OC)cc1
  16.2%, 4.7%, -3.1%, -5.3%, -0.1%, 16.9%, 3.6%, 1.1%, i, 0.6

Shown screen by screen: part of the list above
13. CCOC(=O)N1CCC(NC(=O)CNS(=O)(=O)c2ccc(Br)s2)CC1
14. Cc1ccc(CNC(=O)Cn2nnc(C(=O)Nc3ccc(Br)cc3)c2N)cc1
15. COc1ccc(C(=O)NC(=S)Nc2ccc(CN3CCOCC3)cc2)cc1OC

assay / entry	13	14	15
KOR beta-arrestin-1	-12.3%	-13.1%	13.8%
GPR35 antagonists	8.2%	7.9%	-7.5%
HIV fusion peptide	1.1%	4.3%	1.7%
HEK293 NOD2/NF-kB	-2.1%	0.8%	13.6%
GPR55 activation	-0.1%	0.0%	-0.3%
GPR55 antagonists	-8.4%	-0.7%	11.7%
NOD1 NF-kB reporter	25.4%	-12.8%	2.0%
KOR beta-arrestin-2	-2.9%	2.2%	1.2%
Myeloid diff MLP	i	i	i
Myeloid diff MLP GFP+ MAC1+ %	8.0	2.0	0.4

Grouped by structure: those above with a furan ring, fused or not
Results follow in this order: KOR beta-arrestin-1, GPR35 antagonists, HIV fusion peptide, HEK293 NOD2/NF-kB, GPR55 activation, GPR55 antagonists, NOD1 NF-kB reporter, KOR beta-arrestin-2, Myeloid diff MLP, Myeloid diff MLP GFP+ MAC1+ %
[1] CCOC(=O)c1ccccc1NC(=S)N1CCN(C(=O)c2ccco2)CC1
  -5.7%, 8.2%, -0.9%, 0.6%, 0.3%, 0.4%, -14.9%, 1.0%, i, 1.1
[3] S=C(NCc1ccco1)N/N=C/c1ccc(Cl)cc1
  -26.8%, -4.5%, 3.2%, -32.1%, 0.9%, -7.7%, -26.6%, -0.4%, i, 0.2

From PubChem BioAssay
